From PubChem BioAssay
IL1B secr inh: inflammasome signaling inhibition, IL-1 beta readout; activity change, % at 57.5 µM; AID 743279; THP-1 LPS/ATP IL-1B secretion, AlphaLISA, 16 h; stronger effect = lower value; actives 4.7% (n = 360,000); in the data active means activity change below about -50%; inconclusive means mostly about -30% to -49%; further: on the % scale 0 is the no-effect control and ±100 the full control effect
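Secreted IL-1B measured by AlphaLISA bead assay after 16 h compound exposure of THP-1 cells; compounds (final up to 57.5 uM) added 1 h before LPS (250 ng/mL) and ATP (1.25 mM) stimulation; lower signal means less secretion.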
KB-V1 cytotox: KB-V1 MDR subline cytotoxicity; actives 3.4% (n = 400,000); KB-V1 MDR cells viability, CellTiter-Glo, 72 h; Potency, µM (series often up to 46.1 µM), for inactives: top-dose activity change, negative = cytotoxicity, usual class: cytotoxic; further: potency means the concentration at half of the fitted maximal effect; on the % scale 0 is the no-effect control and ±100 the full control effect; nearly all actives have a fitted effect of over 60% in size
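Following 72 h at 37 degrees C with compound, KB-V1 cell viability was read by CellTiter-Glo luminescence, medium being phenol-red-free DMEM plus 10% FBS; concentration-response parameters came from normalized, curve-fitted qHTS data.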
S2 tox: viability counter-screen for ATXN expression inhibitors. actives 0.49% (n = 400,000). S2 cells (HEK-293 line with an ATXN2-luciferase reporter) viability, CellTiter-Fluor protease fluorescence, 24 h. Potency, µM (series often up to 56.7 µM), most hits filed as cytotoxic; further: potency means the concentration at half of the fitted maximal effect; nearly all actives have a fitted effect of over 40% in size
HT1080 IDH1KD tx: toxicity to HT-1080 IDH1 knockdown cells (counter line); HT-1080 IDH1 knockdown viability, ATP luminescence, 48 h; Potency, µM (top dose mostly 46.1 µM), inactives show at the top dose activity, negative = toxicity, most hits filed as cytotoxic; actives 2% (n = 360,000); AID 686971;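 further: potency means the concentration at half of the fitted maximal effect; 0% = DMSO wells and -100% = cell-free medium wells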
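Viability of IDH1-knockdown HT-1080 fibrosarcoma cells was assessed by CellTiter-Glo after 48 h at 37 °C with titrated compound; concentration-effect curves were classified by fit quality and response size.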
HT1080-NT tox: kills 2HG-producing HT-1080-NT fibrosarcoma cells; HT-1080-NT fibrosarcoma viability, CellTiter-Glo ATP luminescence, 48 h; Potency, µM (titrated, usually from 46.1 µM), without a hit: at the highest dose activity, negative = less viability, usual class: cytotoxic; actives 1.6% (n = 360,000); AID 686970;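 further: NT is the 2HG producing partner of a matched IDH1 knockdown line; potency means the concentration at half of the fitted maximal effect; 0% = DMSO-treated cells and -100% = media-only wells without cells; nearly all actives have a fitted effect of over 55% in size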
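Compounds were tested in concentration-response format on HT-1080-NT cells for 48 hours at 37 degrees C. Cell viability came from CellTiter-Glo luminescence; curves were classified by r2, response magnitude and activity.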
ATXN2 expr inh: inhibitors of ATXN2 expression; HEK-293 ATXN2-luciferase reporter, luminescence, 24 h; actives 0.72% (n = 360,000); Potency, µM (titrated, usually from 57 µM), without a hit: at the highest dose activity change, negative = inhibition, hits mostly inhibitors; AID 1745845; further: potency means the concentration at half of the fitted maximal effect; on the % scale 0 is the no-effect control and ±100 the full control effect; nearly all actives have a fitted effect of over 55% in size
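ATXN2-luciferase reporter cells (luciferase flanked by upstream and downstream ATXN2 gene portions) were treated 24 h at 37 °C with compounds at up to 57 uM. SteadyGlo luminescence gave expression; GF-AFC fluorescence gave viability.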
KB-3-1 tox: KB-3-1 parental cell cytotoxicity; Potency, µM (top dose mostly 46.1 µM), for the others: at the highest dose activity change, negative = cytotoxic, most hits filed as cytotoxic; KB-3-1 viability, CellTiter-Glo ATP luminescence, 72 h; actives 1.4% (n = 400,000); further: potency means the concentration at half of the fitted maximal effect; on the % scale 0 is the no-effect control and ±100 the full control effect; nearly all actives have a fitted effect of over 60% in size
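Cytotoxicity in the drug-sensitive parental line KB-3-1 was scored as loss of CellTiter-Glo luminescence following 72 h incubation with compound. Values come from curve fitting of normalized concentration-response data.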
MCF10A rereplic: DNA re-replication induction in MCF 10a cells; MCF 10A DNA re-replication, Hoechst nuclear intensity, 48 h; Potency, µM (doses to about 46.1 µM), without a hit: at the highest dose activity, positive = re-replication, usual class: activators; actives 2.9% (n = 350,000); further: potency means the concentration at half of the fitted maximal effect; % of control where 0% means no effect; nearly all actives have a fitted effect of over 50% in size
SW480 rerep: DNA re-replication induction in SW480 cells; SW480 DNA re-replication, Hoechst DNA content imaging, 48 h; Potency, µM (top dose mostly 46.1 µM), for the others: at the top dose re-replication activation, most hits filed as activators; actives 1.8% (n = 340,000); AID 624297; further: potency means the concentration at half of the fitted maximal effect; % of control where 0% means no effect; nearly all actives have a fitted effect of over 55% in size
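250 cells/well; 23 nL cpd via pin tool; 48 hr, 37 C, 5% CO2; Hoechst 40 min; imager read of total nuclear intensity, ex 405/em 500-530 nm.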
Starred values were filed as active, the others as inactive; & = joins results of further samples; [ ] = another dose, or the depositor's remark. Unless noted, the call rests on the fitted dose curve; in most records, active means well fitted curve in the direction sought with a large enough effect; inconclusive means small, poorly fitted or top-dose-only effect, or another doubt; inactive means no such curve, though single readings can be large; an effect the other way counts as inactive or inconclusive.

`N#CCCN(C(=O)COC(=O)c1cc(S(=O)(=O)N2CCOCC2)ccc1Cl)c1ccc(F)cc1` gave IL1B secr inh -13.7, KB-V1 cytotox -12.4%, S2 tox inactive, HT1080 IDH1KD tx 8.6%, HT1080-NT tox 1.4%, ATXN2 expr inh 4.2%, KB-3-1 tox -3.1%, MCF10A rereplic 11.8% and SW480 rerep -4.1%.
Screening COc1ccc(OCCCC(=O)NCc2ccco2)cc1 returned IL1B secr inh 11.9, KB-V1 cytotox 1.3%, S2 tox inactive, HT1080 IDH1KD tx 2.5%, HT1080-NT tox 6.0%, ATXN2 expr inh 4.5%, KB-3-1 tox 10.7%, MCF10A rereplic 0.5% and SW480 rerep 20.3%.
CCn1c(O)c(N=NC(=O)CNC(=O)c2ccco2)c2ccccc21 was read as IL1B secr inh 4.4, KB-V1 cytotox -30.0%, S2 tox inactive, HT1080 IDH1KD tx -14.0%, HT1080-NT tox -28.5%, KB-3-1 tox inconclusive, MCF10A rereplic 1.7% and SW480 rerep -6.9%.
Screening C=CCOc1ccccc1OCC(O)CNC(C)C (centres undefined) returned IL1B secr inh -15.8, KB-V1 cytotox -11.8%, S2 tox inactive, HT1080 IDH1KD tx 20.1%, HT1080-NT tox 22.8%, ATXN2 expr inh -2.5%&-0.8%, KB-3-1 tox 0.0%, MCF10A rereplic 0.0% and SW480 rerep -8.1%.
Screening COc1ccc(S(=O)(=O)N2CCCCCC2)cc1C(=O)NCCOc1ccc(C)cc1 returned IL1B secr inh 0.0, KB-V1 cytotox 9.2µM*, S2 tox inactive, HT1080 IDH1KD tx 0.9%, HT1080-NT tox -7.7%, ATXN2 expr inh -18.6%, KB-3-1 tox -12.2%, MCF10A rereplic 25.7% and SW480 rerep 22.4%.
O=c1[nH]c(-c2ccccc2O)nc2c1CCCC2 was read as IL1B secr inh 31.6, KB-V1 cytotox 11.2%, S2 tox inactive, HT1080 IDH1KD tx 14.9%, HT1080-NT tox inconclusive, ATXN2 expr inh -6.6%, KB-3-1 tox -5.7%, MCF10A rereplic 13.7% and SW480 rerep -6.2%.
Screening CCOc1ccc(CN2CCN(CC3=Cc4cccc(OC)c4OC3)CC2CCO)cc1 (centres undefined) returned IL1B secr inh -6.5, KB-V1 cytotox -4.6%, S2 tox inactive, HT1080 IDH1KD tx inconclusive, HT1080-NT tox -23.3%, ATXN2 expr inh 6.3%, KB-3-1 tox inconclusive, MCF10A rereplic inconclusive and SW480 rerep inconclusive.
Screening CC(C)Oc1ccc(CCC(=O)N/N=C/c2ccc3c(c2)OCO3)cc1 returned IL1B secr inh -14.3, KB-V1 cytotox -4.2%, S2 tox inactive, HT1080 IDH1KD tx -12.8%, HT1080-NT tox -18.6%, ATXN2 expr inh -2.3%, KB-3-1 tox -5.1%, MCF10A rereplic 2.3% and SW480 rerep -74.6%[inhibitor].
For CCCCn1c(N)c(N(CCC(C)C)C(=O)COC(=O)c2ccco2)c(=O)[nH]c1=O the results were IL1B secr inh 20.6, KB-V1 cytotox 10.8%, S2 tox inactive, HT1080 IDH1KD tx 8.6%, HT1080-NT tox 5.7%, ATXN2 expr inh 9.8%, KB-3-1 tox 9.7%, MCF10A rereplic 12.0% and SW480 rerep 1.1%.
CN(CC(=O)Nc1cccc(S(=O)(=O)N(C)C)c1)Cc1ccccc1 was read as IL1B secr inh 13.3, KB-V1 cytotox inconclusive, S2 tox inactive, HT1080 IDH1KD tx 0.9%, HT1080-NT tox 7.6%, ATXN2 expr inh 51.4%[activator], KB-3-1 tox 1.7%, MCF10A rereplic 8.5% and SW480 rerep -1.8%.
`CC(=O)c1ccc(N2CCN(C(=O)c3ccc4nc[nH]c4c3)CC2)cc1` gave IL1B secr inh 11.1, KB-V1 cytotox 0.4%, S2 tox inactive, HT1080 IDH1KD tx 3.0%, HT1080-NT tox 8.0%, ATXN2 expr inh 4.1%, KB-3-1 tox 12.7%, MCF10A rereplic 11.3% and SW480 rerep 1.4%.
Screening CCc1ccc2[nH]cc(S(=O)(=O)c3ccc(C(C)C)cc3)c(=O)c2c1 returned KB-V1 cytotox 3.2%, S2 tox inactive, ATXN2 expr inh 2.7% and KB-3-1 tox inconclusive.
`COc1cccc(-c2cc(C(=O)N3CCN(S(=O)(=O)c4ccccc4)CC3)[nH]n2)c1` gave IL1B secr inh inconclusive, KB-V1 cytotox inconclusive, S2 tox inactive, HT1080 IDH1KD tx -10.2%, HT1080-NT tox 7.2%, ATXN2 expr inh -3.7%, KB-3-1 tox -13.1%, MCF10A rereplic 12.9% and SW480 rerep 1.4%.
Screening CCC(C(=O)NCc1ccco1)n1nc(C)c2c(C)n(-c3ccc(C)cc3)nc2c1=O (centres undefined) returned IL1B secr inh 14.5, KB-V1 cytotox -13.7%&-3.0%, S2 tox inconclusive, HT1080 IDH1KD tx -19.2%, HT1080-NT tox 9.7%, ATXN2 expr inh -20.8%&-23.3%, KB-3-1 tox 1.2%&4.6%, MCF10A rereplic -1.4% and SW480 rerep 27.0%.
For O=CN1CCN(C(C(=O)NC2CCCC2)c2ccc(Cl)cc2)CC1 (centres undefined) the results were IL1B secr inh -6.3, KB-V1 cytotox 1.0%, S2 tox inactive, HT1080 IDH1KD tx -7.0%, HT1080-NT tox -5.3%, ATXN2 expr inh 1.4%, KB-3-1 tox 7.7%, MCF10A rereplic -2.0% and SW480 rerep -2.1%.
For Cc1c(OC(C)C(=O)NCC(O)c2ccccc2)ccc2c3c(c(=O)oc12)CCCC3 (centres undefined) the results were IL1B secr inh -28.5, KB-V1 cytotox -12.4%, S2 tox inactive, HT1080 IDH1KD tx -6.1%, HT1080-NT tox -13.8%, ATXN2 expr inh -21.9%, KB-3-1 tox -0.5%, MCF10A rereplic -31.6%[inhibitor] and SW480 rerep 11.9%.
For Nc1ccn(C2OC(CCl)C(O)C2O)c(=O)n1 (centres undefined) the results were IL1B secr inh 20.6, KB-V1 cytotox 21.4%, S2 tox inactive, HT1080 IDH1KD tx inconclusive, HT1080-NT tox -26.4% and KB-3-1 tox 0.0%.
`CC(=O)Nc1ccc(NC(=O)C(C)OC(=O)/C=C/c2cn(-c3ccccc3)nc2-c2cccnc2)cc1` (centres undefined) gave IL1B secr inh inconclusive, KB-V1 cytotox inconclusive, S2 tox inconclusive, HT1080 IDH1KD tx inconclusive, HT1080-NT tox inconclusive, ATXN2 expr inh inconclusive, KB-3-1 tox inconclusive, MCF10A rereplic inconclusive and SW480 rerep -3.2%.
COc1ccc(S(=O)(=O)N2CCC[C@H]2C(=O)N2CCC[C@H]2C(=O)N[C@H](C)c2ccccc2)cc1C was read as IL1B secr inh 10.1, KB-V1 cytotox 0.0%, S2 tox inactive, HT1080 IDH1KD tx 6.8%, HT1080-NT tox 11.5%, ATXN2 expr inh 17.6% and KB-3-1 tox 14.6%.
For O=C1c2ccccc2CCc2ccccc21 the results were IL1B secr inh -9.0, KB-V1 cytotox -8.6%, S2 tox inactive, HT1080 IDH1KD tx 22.1%, HT1080-NT tox 14.3%, ATXN2 expr inh 7.2%&-1.2%, KB-3-1 tox 5.8%, MCF10A rereplic -2.1% and SW480 rerep -1.1%.
For O=C(NCc1ccccc1F)c1ccc(CSc2nc3cccnc3n2Cc2ccccc2)cc1 the results were KB-V1 cytotox inconclusive, S2 tox inactive, ATXN2 expr inh 11.0% and KB-3-1 tox 7.6%.
CN(C)CCSc1nc(-c2ccccc2)nc2c1CCC2 was read as IL1B secr inh -0.5, KB-V1 cytotox -8.8%, S2 tox inactive, HT1080 IDH1KD tx 1.5%, HT1080-NT tox -1.0%, KB-3-1 tox 0.1%, MCF10A rereplic -12.4% and SW480 rerep 22.7%.
Screening CN(CC(=O)Nc1ccc(F)cc1)C(=O)COC(=O)/C=C/c1ccccc1[N+](=O)[O-] returned IL1B secr inh 0.6, KB-V1 cytotox 8.4%, S2 tox inactive, HT1080 IDH1KD tx -4.6%, HT1080-NT tox -2.4%, KB-3-1 tox inconclusive, MCF10A rereplic 5.2% and SW480 rerep -6.0%.
CCCCN(C(=O)c1ccc(C)o1)c1c(N)n(CCCC)c(=O)[nH]c1=O was read as IL1B secr inh 7.8, KB-V1 cytotox 15.8%, S2 tox inconclusive, HT1080 IDH1KD tx 1.7%, HT1080-NT tox 0.2%, ATXN2 expr inh -9.9%, KB-3-1 tox -12.8%, MCF10A rereplic 0.7% and SW480 rerep 0.7%.
`Cc1cc(C(F)(F)F)nn1CC(=O)NNC(=S)Nc1cccc(Cl)c1` gave IL1B secr inh 10.2, KB-V1 cytotox 13.6%, S2 tox inactive, HT1080 IDH1KD tx 14.3%, HT1080-NT tox -0.8%, ATXN2 expr inh 2.5%, KB-3-1 tox 3.6%, MCF10A rereplic 4.2% and SW480 rerep -11.3%.
Screening COc1ccc(C(=O)CN2C(=O)NC3(CCCCC3)C2=O)cc1OC returned IL1B secr inh -3.8, KB-V1 cytotox 6.1%, S2 tox inactive, HT1080 IDH1KD tx 6.5%, HT1080-NT tox 15.4%, ATXN2 expr inh 2.4%[11.3 µM], KB-3-1 tox 11.6%, MCF10A rereplic -1.7% and SW480 rerep -8.8%.
`CCOc1ccccc1Nc1cc(C)nc2nnnn12` gave IL1B secr inh 11.2, KB-V1 cytotox 5.5%, S2 tox inactive, HT1080 IDH1KD tx 19.6%, HT1080-NT tox 1.3%, ATXN2 expr inh -3.5%, KB-3-1 tox 5.3%, MCF10A rereplic 7.0% and SW480 rerep -34.3%[inhibitor].
Screening Cc1ccc(-n2ccc(=O)c(C(=O)Nc3ccc(S(=O)(=O)Nc4nccs4)cc3)n2)cc1 returned IL1B secr inh -17.7, KB-V1 cytotox inconclusive, S2 tox inactive, HT1080 IDH1KD tx -7.2%, HT1080-NT tox -15.9%, ATXN2 expr inh 4.8%, KB-3-1 tox -2.4%, MCF10A rereplic -4.8% and SW480 rerep 0.8%.
